NR3A LBD binder – binders of NR3A ligand-binding domain, primary screen, biophysical, differential scanning fluorimetry, uHTS. Tm shift relative to glycine control, % at 25 µM. NR3A LBD differential scanning fluorimetry, Tm shift; 0% = protein alone, 100% = glycine-bound protein. 340,000 compounds, 2.5% hits;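 active = melting temperature shift of at least 10% of the positive control shift, at one fixed dose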
MIN6 prolif – inducers of MIN6 beta-cell proliferation, primary screen, ATP luminescence, uHTS; proliferation, % at 10 µM; 330,000 compounds, 0.29% hits; MIN6 cells proliferation, ATPlite luminescence, 48 h; cells starved in 0.2% serum; 100% = growth in 10% serum; AID 2380, 2010;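 active = compounds whose signal lies at least 3.5 SD above the mean of all wells on their plate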;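 note: 0% = DMSO-treated cells in low-serum medium and 100% = 10% serum control; some compounds called inactive have numbers as strong as hits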
APJ agonist – agonists of human apelin receptor APJ, primary screen, CHO-K1 cells, PathHunter beta-arrestin, luminescence | AID 2520, 2010 | 0% DMSO wells, 100% apelin | activation, % at 20 µM | 330,000 compounds, 0.11% hits | P35414;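 active = activation more than six SD over the plate average, tested at 20 µM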;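 note: 0% = DMSO alone and 100% = apelin-13 at 10 nM; some results filed as inactive read as strong as hits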
Target sequence (P35414 whole entry, looked up): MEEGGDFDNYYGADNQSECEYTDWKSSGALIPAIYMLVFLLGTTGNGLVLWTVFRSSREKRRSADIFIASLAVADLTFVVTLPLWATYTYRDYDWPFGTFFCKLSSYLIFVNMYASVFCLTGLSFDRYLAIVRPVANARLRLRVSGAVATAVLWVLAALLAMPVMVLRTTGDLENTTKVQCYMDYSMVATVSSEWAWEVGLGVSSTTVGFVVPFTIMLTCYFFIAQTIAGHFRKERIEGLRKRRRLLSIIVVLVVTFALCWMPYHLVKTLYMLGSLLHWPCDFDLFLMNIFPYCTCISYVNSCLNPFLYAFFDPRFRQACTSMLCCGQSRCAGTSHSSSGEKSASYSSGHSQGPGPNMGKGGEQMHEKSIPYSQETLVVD
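Material: engineered CHO-K1 APJ arrestin reporter cells; amount: 1000 CHO-K1 reporter cells seeded per well; incubation: compound stimulation 90 min at 25 °C, detection 60 min; signal: luminescent beta-gal fragment complementation, chemiluminescent substrate; read-out basis: APJ agonist activity; controls: DMSO-only wells as negative, 10 nM Apelin-13 as positive control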
TIM10 inh – growth inhibitors of isogenic TIM10 control yeast, primary screen, counter-screen for tim10-1 yeast inhibitor project, luminescence, uHTS; S. cerevisiae TIM10 strain growth, BacTiter-Glo luminescence, 24 h; inhibition, % at 10 µM; 330,000 compounds, 1.4% hits;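 active = inhibition of 40% or more at the single tested concentration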;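 note: wild-type TIM10 isogenic control strain grown at permissive 25 °C; 0% = DMSO yeast wells and 100% = minimal medium wells without yeast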
NLRP3 yeast inh – NALP3 inflammasome inhibitors in reconstituted yeast, primary screen, luminescence, uHTS; inhibition, % at 10 µM; 330,000 compounds, 0.39% hits; Yeast reconstituted NLRP3/ASC/caspase-1, beta-gal luminescence, 24 h; AID 2825, 2010;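 active = inhibition of 50% or more; inactive = inhibition below 50%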;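 note: plate controls were induced DMSO wells for no effect and uninduced yeast grown without galactose for full effect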
MPTP inh – mitochondrial permeability transition pore inhibitors, primary screen, biochemical, isolated mouse mitochondria, absorbance; Ca2+ swelling absorbance, 30 min; inhibition, % at 10 µM; 360,000 compounds, 1.4% hits; AID 602449, 2012;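 active = inhibition of 50% or more, scaled per plate between neutral and stimulator controls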;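 note: 0% = DMSO wells given calcium and 100% = 1 mM EGTA wells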
APJ antag – antagonists of human apelin receptor APJ, primary screen, CHO-K1 cells, beta-arrestin complementation, luminescence. P35414. inhibition, % at 20 µM. 330,000 compounds, 0.32% hits;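 active = inhibition above about 40% at 20 µM, limit read from the data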;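 note: cells challenged with 10 nM apelin-13 agonist together with compound; plate controls were apelin-13 plus DMSO wells for no effect and DMSO wells lacking apelin-13 for full effect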
tim10-1 inh – growth inhibitors of tim10-1 mutant yeast, primary screen, luminescence, uHTS; S. cerevisiae tim10-1 ts strain growth, BacTiter-Glo, 24 h; inhibition, % at 20 µM; 330,000 compounds, 2.2% hits; AID 463190, 2010;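 active = inhibition of at least 40%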;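 note: mutant grown at 25 °C; 0% = DMSO wells with yeast and 100% = wells holding no yeast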
tim23-1 inh – growth inhibitors of tim23-1 mutant yeast, primary screen, luminescence, uHTS. S. cerevisiae tim23-1 growth, BacTiter-Glo luminescence, 24 h. inhibition, % at 20 µM. 330,000 compounds, 1.3% hits. AID 463212, 2010;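 active = growth inhibition of the mutant yeast at or above 50%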;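 note: temperature-sensitive mutant grown at 25 °C; plate controls were DMSO-treated mutant yeast for no effect and medium wells lacking yeast for full effect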
Starred values were filed as active, the others as inactive; · = no result given.

Under each structure – NR3A LBD binder	MIN6 prolif	APJ agonist	TIM10 inh	NLRP3 yeast inh	MPTP inh	APJ antag	tim10-1 inh	tim23-1 inh
[1] CC(SC1=NCCS1)C(=O)Nc1nnc(-c2ccc(F)cc2)s1 (stereo not given)
  -5	2	-1	-7	17	-0.5	3	17	33
[2] CCOC(=O)CN1C(=O)C(=O)N(Cc2ccccc2)C1=O
  -1	-4	0	-15	15	1.3	4	14	9
[3] Cc1cc(C)n2nc(SCC(=O)N(C)c3ccccc3)nc2n1
  2	2	-5	11	4	1.0	0	8	7
[4] Clc1cc(-c2ccccc2)nc(-c2ccccc2)n1
  2	-4	-5	20	12	-0.3	1	24	26
[5] COc1cccc(-c2nc(CSCC(=O)N3CCc4ccccc43)c(C)o2)c1
  -1	-2	-4	22	21	3.3	2	21	7
[6] Cc1ccc(-n2nc3c(c2NC(=O)c2ccco2)CS(=O)C3)cc1 (stereo not given)
  1	-2	-3	5	19	-0.7	-18	5	11
[7] Cc1ccc(NC(=O)COC(=O)COc2ccc(Cl)cc2C)c([N+](=O)[O-])c1
  -7	-1	-2	10	5	-1.7	-11	-1	7
[8] O=C(NCc1ccc(OC(F)(F)F)cc1)c1cccc2c1C(=O)c1ccc(N3CCCCC3)cc1S2(=O)=O
  0	-3	-1	-12	19	0.0	10	-4	1
[9] CCCCCc1cc(=O)c2ccccc2o1
  53*	1	-3	-14	18	-0.4	-5	-4	7
[10] CC1=C(C(=O)OC(C)C)C(c2cccs2)N2C(=O)C(C)SC2=N1 (stereo not given)
  0	-5	6	-5	12	-0.6	27	1	-2

Part of the list above in order of formula weight, ascending.
Under each structure – NR3A LBD binder	MIN6 prolif	APJ agonist	TIM10 inh	NLRP3 yeast inh	MPTP inh	APJ antag	tim10-1 inh	tim23-1 inh
[10] CC1=C(C(=O)OC(C)C)C(c2cccs2)N2C(=O)C(C)SC2=N1 (stereo not given)
  0	-5	6	-5	12	-0.6	27	1	-2
[1] CC(SC1=NCCS1)C(=O)Nc1nnc(-c2ccc(F)cc2)s1 (stereo not given)
  -5	2	-1	-7	17	-0.5	3	17	33
[5] COc1cccc(-c2nc(CSCC(=O)N3CCc4ccccc43)c(C)o2)c1
  -1	-2	-4	22	21	3.3	2	21	7

Next part
Under each structure – NR3A LBD binder	MIN6 prolif	APJ agonist	TIM10 inh	NLRP3 yeast inh	MPTP inh	APJ antag	tim10-1 inh	tim23-1 inh
[11] Cc1ccc(Cn2nc(C)c3cc(C(=O)OCC(N)=O)sc32)cc1
  1	2	0	10	11	1.0	-3	5	18
[12] O=C(NCCN1CCOCC1)c1cc(-c2ccc(Br)cc2)on1
  0	-1	-2	7	16	0.0	-33	5	10
[13] CCc1nc2sc3ccccc3c(=O)c2c(=O)n1CCOC
  -2	-3	-1	4	2	1.1	-6	14	24
[14] CCOc1ccc(NC(=S)NCc2nc3ccccc3[nH]2)cc1
  -3	0	0	-2	16	0.0	-3	-10	-15
[15] N#Cc1c(N)n[nH]c1CCCN
  2	-2	-4	5	-4	-0.1	1	8	4
[16] O=C(NCC1(c2ccccc2)CCCC1)c1ccc(Br)o1
  -108	-3	-2	0	-6	9.5	12	31	21
[17] Cc1cc(C)c(NC(=O)Cc2ccc(-n3cccc3)cc2)c(C)c1
  3	0	-3	9	19	2.4	4	12	5
[18] O=S(=O)(c1ccccc1F)N1CCN(c2nc3ccccc3s2)CC1
  -1	-2	-4	5	7	0.1	23	-13	8
[19] Cc1cc(NS(=O)(=O)c2ccc(NC(=O)C(C)Oc3ccc4c(C)cc(=O)oc4c3)cc2)no1 (stereo not given)
  -18	-1	-3	6	13	-1.7	11	3	3
[20] COc1cccc(-c2nc(CS(=O)(=O)CC(=O)NC3CCC(C)CC3)c(C)o2)c1 (stereo not given)
  -3	1	-2	10	13	-0.4	12	30	24
[21] CC(=O)Nc1cccc(NC(=O)CSc2ccc3nnc(CCNC(=O)c4ccccc4)n3n2)c1
  -1	1	-2	9	11	-0.2	-7	-9	5
[22] CCOC(=O)c1ccccc1NC(=O)c1cn(-c2ccc(C)c(C)c2)c(=O)c2ccccc12
  -1	-5	-2	12	7	2.2	24	14	18
[23] Cc1ccc(C(=O)N2CCCC(CCC(=O)N3CCN(c4ccccn4)CC3)C2)cc1 (stereo not given)
  0	-2	-2	2	10	0.2	3	9	10
[24] CCC1CCCCN1CCCNC(=O)CN1C(=O)c2cccnc2Oc2ccc(C)cc21 (stereo not given)
  -4	-2	-4	4	10	-1.6	9	-8	10
[25] O=C(NCc1cccs1)C1CCCN1C(=O)Nc1cccc(F)c1 (stereo not given)
  -1	-1	-5	-9	10	-2.2	1	3	0
[26] O=C(Cc1ccc(NC2=NC3CS(=O)(=O)CC3S2)cc1)NCc1ccccc1Cl (stereo not given)
  -3	-1	-2	-1	12	-1.8	2	15	-1
[27] COCCCNC(=O)C1CCC(=O)N(c2ccc3c(c2)OCO3)C1c1ccc(OC)cc1 (stereo not given)
  3	0	-3	1	7	-1.5	9	-7	1
[28] Cc1ccc(C(=O)NCC(=O)N2CCN(c3ccccc3)CC2)cc1
  0	-3	3	-10	28	0.1	-14	12	9
[29] C/C(=C\c1ccco1)C1Nc2cccc3cccc(c23)N1
  ·	-4	6	12	8	·	-15	34	25
[30] O=C(c1ccco1)N(c1ccccn1)c1ccccn1
  -5	0	-2	-3	1	-1.7	-20	-2	17
[31] CN(C)S(=O)(=O)N1CCN(S(=O)(=O)N2CCOCC2)CC1
  -1	-2	2	0	-2	-1.8	-9	12	7
[32] CC(C)(C)C(=O)NNC(=O)c1ccc(Oc2cc(Cl)cc(Cl)c2)o1
  0	3	-3	15	17	3.0	1	8	19
[33] CCC1CCCCN1CCCNC(=O)Cn1ncn2nc(-c3ccc(OC)cc3)cc2c1=O (stereo not given)
  -1	-3	-3	-1	-3	-1.6	-2	9	-1
[34] CC(C)CCN1CC(O)=C(c2nc3ccccc3[nH]2)C1=N
  0	5	-3	-21	20	-0.6	10	-5	-1
[35] CCC(C)c1c(O)nc(SCC(=O)Nc2ccccc2)[nH]c1=O (stereo not given)
  4	-4	-2	-6	9	-1.9	-4	15	20
[36] Cc1c(C(=O)NCCCn2ccnc2)oc2ccccc12
  0	4	-5	0	12	-0.5	-20	4	21
[37] O=C1CC(=O)C(n2cncn2)C(c2ccc(Cl)cc2)C1 (stereo not given)
  7	-1	-2	5	-2	-1.8	11	6	11
[38] CC1CCN(C(=O)Cn2nnc(-c3ccc([N+](=O)[O-])cc3)n2)CC1
  1	0	1	4	20	2.0	-8	-2	24
[39] CS(=O)(=O)Nc1ccc(C2=NN(C(=O)c3ccco3)C(c3cccc(F)c3)C2)cc1 (stereo not given)
  -6	-2	1	13	14	1.6	-5	19	22
[40] COc1cc(CNCCO)cc(Br)c1OCc1ccccc1Cl
  -1	-6	-2	14	20	9.7	-2	29	7
[41] O=c1c(Cc2c(F)cccc2Cl)c(O)ccn1Cc1ccc(F)cc1
  -1	-1	-5	13	11	-0.9	2	-6	7
[42] CCCC[C@@H]1C[C@H]1[C@@H](NC(=O)c1ccco1)c1ccc(Cl)cc1
  -2	-7	4	-16	8	2.2	1	15	-6
[43] COC(=O)Cn1cnc2sc(C)c(S(=O)(=O)N3CCC(C)CC3)c2c1=O
  0	2	-3	2	7	-0.3	3	13	4
[44] COCCn1c(SCC(=O)Nc2cc(C)on2)nnc1-c1c[nH]c2ccccc12
  -1	-4	2	1	-2	-1.4	-16	13	18
[45] CCOC(=O)N1CCN(C(=O)c2noc3c2COc2ccccc2-3)CC1
  -2	0	0	9	17	-1.1	22	15	4
[46] COc1ccccc1N(C)S(=O)(=O)c1ccc(C(=O)Nc2nc(C)cs2)cc1
  1	-2	1	24	12	0.5	-5	6	37
[47] O=C(CSc1nc(-c2ccccc2)cc(=O)[nH]1)Nc1ccccc1F
  1	-5	-3	2	5	-1.4	4	10	-36
[48] COc1ccc(C2=CSC3=NNC4(CCCCC4)NN23)cc1
  -1	-2	-4	-1	6	-1.6	19	4	12
[49] CCCn1nnnc1SCC(=O)N1CCCCC1
  -1	-1	2	10	11	-0.5	8	-28	-7
[50] O=C(O)c1cccc(NC2=Nc3cccc4cccc2c34)c1
  0	-2	-3	14	-3	2.2	1	4	-5
[51] O=c1c2ccsc2ncn1Cc1ccccc1F
  1	1	-2	-11	16	-2.7	15	15	12
[52] S=C(Nc1ccccc1)Nc1ccc(OCc2ccccc2)cc1
  9	-7	4	-8	11	9.2	-11	17	-9
[53] CCS(=O)(=O)NCCNc1ccc([N+](=O)[O-])cc1
  -2	0	0	3	14	-2.2	14	12	0
[54] COc1cccc(OCCNC(=O)c2ccc(C)cc2)c1
  -1	-3	-5	8	8	-0.8	8	-4	25
[55] COc1ccc(OC)c(-n2c(-c3ccc(C)cc3)n[nH]c2=S)c1
  2	-3	5	-8	13	1.5	1	12	13
[56] COCCSc1nnc(NC(=O)C2CCN(C(=O)c3ccco3)CC2)s1
  1	0	-4	-12	8	-0.7	9	19	16
[57] COc1ccccc1N1CCN(C(c2cccs2)c2nnnn2C2CCCC2)CC1 (stereo not given)
  -2	-1	-4	20	7	0.3	6	29	28
[58] N=C1S/C(=C\c2ccco2)C(=O)N1c1ccc2c(c1)OCO2
  -1	0	0	0	25	0.3	25	1	12
[59] Oc1c(C=C2N=c3ccccc3=N2)sc(=S)n1-c1ccccc1
  3	-1	-1	25	12	4.3	3	34	8
[60] COc1ccc(S(=O)(=O)N2CCCCCC2)cc1NC(=O)c1ccccc1
  2	-4	-4	6	-2	-1.4	7	1	-1
[61] CN(C)C1=NC[C@H](Cc2ccccc2)N1CCC1CCCC1
  2	-9	-6	13	25	1.1	9	15	16
[62] COc1ccccc1C(=O)N1CC(=O)Nc2ccc(C)cc2C1c1ccc(F)cc1 (stereo not given)
  -1	3	-5	26	-6	0.4	-7	16	28
[63] CC1=C(C(=O)NCc2ccccn2)C2(CCC(C)CC2)OC1=O (stereo not given)
  1	1	3	-30	22	-1.5	4	-11	1

Assay outcomes (PubChem)
